Screening data as filed in PubChem BioAssay.
VCAM1 TNFa inh – inhibitors of TNFa-induced VCAM1 expression, primary screen, imaging, HUVEC, TNFa stimulus, immunofluorescence; AID 802, 2007; actives 0.48% (n = 95,000); HUVEC TNFa-induced VCAM-1 immunofluorescence, high-content imaging; inhibition, % at 2 µM;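 active = inhibition above the batch mean plus 3 SD, with images confirmed as a hit by eye, cut at about 37% in these data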;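 note: 0% = TNF-stimulated DMSO wells and 100% = unstimulated control wells; not every result past the cut was called active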
F-actin modifier – modifiers of F-actin cytoskeleton organization, primary screen, imaging, HUVEC, phalloidin staining, high-content imaging; HUVEC TNFa F-actin phalloidin imaging; inhibition, % at 2 µM; actives 0.18% (n = 91,000);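 active = inhibition above the batch mean plus 3 SD and confirmed as a hit by visual image inspection, cut at about 30% in these data, passing the limit was not always enough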; note: strong numbers were not always called active
FAK inh – FAK kinase inhibitors, primary screen, biochemical; Focal adhesion kinase 1 (Homo sapiens), Q05397; inhibition, %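 (tested at 7 µM)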; biochemical FAK kinase activity assay; actives 0.84% (n = 97,000); in the data active = inhibition above about 19%;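 note: 0% = DMSO and 100% = reference compound high control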
Target sequence (Q05397 whole entry, looked up): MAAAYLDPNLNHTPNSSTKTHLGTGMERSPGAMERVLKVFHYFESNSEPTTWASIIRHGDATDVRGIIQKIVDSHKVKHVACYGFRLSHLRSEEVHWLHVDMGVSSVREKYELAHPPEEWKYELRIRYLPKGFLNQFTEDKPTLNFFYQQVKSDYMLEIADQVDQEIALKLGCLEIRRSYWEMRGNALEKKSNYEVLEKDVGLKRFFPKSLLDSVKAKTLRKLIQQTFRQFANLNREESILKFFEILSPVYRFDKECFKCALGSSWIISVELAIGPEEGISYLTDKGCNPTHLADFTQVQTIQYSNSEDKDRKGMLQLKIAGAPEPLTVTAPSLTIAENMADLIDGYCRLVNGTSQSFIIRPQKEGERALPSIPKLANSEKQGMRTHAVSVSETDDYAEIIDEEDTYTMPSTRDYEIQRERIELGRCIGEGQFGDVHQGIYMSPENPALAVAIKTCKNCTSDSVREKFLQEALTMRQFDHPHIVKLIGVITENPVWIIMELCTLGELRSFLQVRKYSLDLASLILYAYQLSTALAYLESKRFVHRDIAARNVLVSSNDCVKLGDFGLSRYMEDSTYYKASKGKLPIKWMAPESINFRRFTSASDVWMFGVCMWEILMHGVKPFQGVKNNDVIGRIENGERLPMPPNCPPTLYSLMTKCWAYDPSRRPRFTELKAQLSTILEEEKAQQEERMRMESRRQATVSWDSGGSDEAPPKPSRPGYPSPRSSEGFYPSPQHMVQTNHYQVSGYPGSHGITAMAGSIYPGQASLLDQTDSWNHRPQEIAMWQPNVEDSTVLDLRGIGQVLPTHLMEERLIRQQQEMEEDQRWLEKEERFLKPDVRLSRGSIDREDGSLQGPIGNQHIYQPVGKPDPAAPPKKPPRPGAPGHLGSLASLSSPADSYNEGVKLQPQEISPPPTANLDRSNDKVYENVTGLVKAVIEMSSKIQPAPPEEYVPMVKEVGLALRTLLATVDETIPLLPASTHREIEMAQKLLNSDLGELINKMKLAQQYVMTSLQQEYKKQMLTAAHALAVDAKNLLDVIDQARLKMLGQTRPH
ERa SRC1 inh – ERα–SRC-1 coactivator interaction inhibitors, primary screen, biochemical, TR-FRET, ERα LBD, estradiol-bound; inhibition, % at 25.6 µM; TR-FRET ER-alpha LBD / SRC-1 peptide; actives 1.7% (n = 86,000); AID 629, 2007; Estrogen receptor (Homo sapiens), P03372; in the data active = inhibition above about 50%;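 note: 0% = receptor plus peptide control and 100% = peptide only without receptor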
Pyk2 oligo antag – antagonists of Pyk2 self-association, primary screen, Q293 cells, FERM NanoBiT luminescence, HTS | actives 0.83% (n = 99,000) | z-score (the deposit names both 25 µM and 10 µM) | AID 1347419, 2020 | Protein-tyrosine kinase 2-beta (Homo sapiens), Q14289 | hits give low values;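 active = Z-score of -3 or lower, scaled per plate to the spread of control and sample wells; inactive = z-score above -3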;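 note: negative z-score means lost luminescence so less FERM oligomerization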
HUVEC tox IL1B – cytotoxicity in IL-1B stimulated HUVEC, primary screen, cytotoxicity control for IL-1B NFkB translocation project, imaging, Hoechst nuclear count, IL-1B stimulus. HUVEC cell count loss. cell count reduction, % at 2 µM. actives 0.41% (n = 94,000). AID 845, 2007;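 active = cell count reduction more than 3 SD above the screen-wide mean, cut at about 70% in these data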;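 note: normalized per plate to untreated control cells as the no-loss baseline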
TNFa cytotox – cytotoxicity in TNFa-stimulated HUVEC, primary screen, cytotoxicity control for VCAM1 expression modulator project, imaging, Hoechst nuclei count | HUVEC TNFalpha-stimulated, Hoechst cell count | cell count reduction, % at 2 µM | actives 0.17% (n = 93,000) | AID 848, 2007;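 active = cell count reduction exceeding the screen mean by over 5 SD, scaled to untreated wells per plate, cut at about 78% in these data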;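 note: cells counted after 24 h of TNF alpha exposure following the 1 h pretreatment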
PTPN22 inh 2 – PTPN22 phosphatase inhibitors, primary screen, biochemical, DiFMUP fluorescence, 2 µM | inhibition, % at 2 µM | actives 0.21% (n = 96,000) | recombinant LYP catalytic domain | Tyrosine-protein phosphatase non-receptor type 22 (Homo sapiens), Q9Y2R2 | AID 640, 2007;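 active = inhibition at 2 µM at or above a set limit, the screen mean plus 3 SD, cut at about 24% in these data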;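 note: 0% = DMSO with enzyme and 100% = enzyme fully blocked by orthovanadate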
LYP act – LYP phosphatase activators, primary screen, biochemical, DiFMUP fluorescence, 2 µM; Tyrosine-protein phosphatase non-receptor type 22 (Homo sapiens), Q9Y2R2; recombinant LYP; 0 = plate median, 100 = signal doubled; activation, % at 2 µM; actives 0.11% (n = 96,000); AID 697, 2007;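 active = activation at 2 µM above a set limit, the mean plus 5 SD, cut at about 37% in these data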
An asterisk follows results filed as active; [ ] = remark or other dose.

CC1(C)CC(=O)C2=C(C1)NC(=O)CC2c1cc2c(cc1Br)OCO2 (configuration not stated) was read as VCAM1 TNFa inh 2, F-actin modifier 15, FAK inh -2, ERa SRC1 inh -1[fluorescence artefact?], Pyk2 oligo antag -0.56, HUVEC tox IL1B 1, TNFa cytotox -27, PTPN22 inh 2 4 and LYP act -5.
`CCCCn1c(=O)n(CC(=O)Nc2ccc(OC)c(Cl)c2)c(=O)c2c1nc(CO)n2CCC` gave VCAM1 TNFa inh -17, F-actin modifier 2, FAK inh -3, Pyk2 oligo antag -0.62, HUVEC tox IL1B 1, TNFa cytotox -4, PTPN22 inh 2 2 and LYP act -4.
Screening O=C(OCCN1CCOCC1)c1cccs1 returned VCAM1 TNFa inh 2, F-actin modifier -18, FAK inh 2, ERa SRC1 inh -11, Pyk2 oligo antag 0.59, HUVEC tox IL1B -88, TNFa cytotox -24, PTPN22 inh 2 2 and LYP act -2.
CCc1ccc(N(C)S(=O)(=O)c2ccc3[nH]cc(C(=O)NCCN4CCOCC4)c(=O)c3c2)cc1 was read as VCAM1 TNFa inh -15, FAK inh 4, ERa SRC1 inh 2, Pyk2 oligo antag -1.8, HUVEC tox IL1B -11, TNFa cytotox 6, PTPN22 inh 2 -11 and LYP act 7.
For Cc1ccc(C(=O)NCCCn2ccnc2)cc1[N+](=O)[O-] the results were VCAM1 TNFa inh 11, F-actin modifier 5, FAK inh 3, Pyk2 oligo antag 0.21, HUVEC tox IL1B 21, TNFa cytotox 1, PTPN22 inh 2 -1 and LYP act 6.
For Cc1ccc(OCC(=O)N2N=C(C(F)(F)F)CC2(O)C(C)(C)C)cc1C (configuration not stated) the results were VCAM1 TNFa inh -17, F-actin modifier -8, FAK inh 1, ERa SRC1 inh -3, Pyk2 oligo antag -1.1, HUVEC tox IL1B -11, TNFa cytotox -4, PTPN22 inh 2 -9 and LYP act 9.
For COC(=O)C1=C(C)N=c2s/c(=C/c3cccs3)c(=O)n2C1c1ccc(F)cc1 (configuration not stated) the results were VCAM1 TNFa inh -19, F-actin modifier -10, FAK inh 0, ERa SRC1 inh -7[fluorescence artefact?], Pyk2 oligo antag -0.71, HUVEC tox IL1B -27, PTPN22 inh 2 -7 and LYP act 7.
Screening Nc1nc(SCc2ccc(Cl)cc2)ns1 returned VCAM1 TNFa inh -8, F-actin modifier 29, FAK inh 0, ERa SRC1 inh -7, Pyk2 oligo antag -0.23, HUVEC tox IL1B -23, TNFa cytotox -7, PTPN22 inh 2 3 and LYP act -5.
For OCCN1CCN(C(=S)NCCc2ccccc2)CC1 the results were VCAM1 TNFa inh 8, F-actin modifier -8, FAK inh -3, Pyk2 oligo antag 2.6, HUVEC tox IL1B -51, TNFa cytotox -8, PTPN22 inh 2 14 and LYP act -11.
`CC1(C)Cc2c(c(N3CCCC3)nc3sc4c(N5CCN(CCO)CC5)ncnc4c23)CO1` gave FAK inh 0, ERa SRC1 inh -3[fluorescence artefact?], Pyk2 oligo antag -1.3, HUVEC tox IL1B -17, PTPN22 inh 2 -6 and LYP act 4.
For CCc1ccc(-c2nc(C(N)=O)c3[nH]c(=O)n(-c4ccccc4OC)c3n2)cc1 the results were VCAM1 TNFa inh 13, F-actin modifier 21, FAK inh -2, ERa SRC1 inh 20[fluorescence artefact?], HUVEC tox IL1B 4, TNFa cytotox -26, PTPN22 inh 2 -6 and LYP act 2.
`CCOC(=O)c1[nH]c2cc3c(cc2c1NC(=O)CN1CC(C)CC(C)C1)OCO3` (configuration not stated) gave VCAM1 TNFa inh -8, F-actin modifier 18, FAK inh -1, ERa SRC1 inh 11, Pyk2 oligo antag -0.53, HUVEC tox IL1B -89, TNFa cytotox -5, PTPN22 inh 2 -5 and LYP act 2.
COc1cc(/C=N/NC(=O)c2cccc([N+](=O)[O-])c2)ccc1OCc1ccccc1 was read as VCAM1 TNFa inh 34, F-actin modifier 2, FAK inh -1, Pyk2 oligo antag -0.89, HUVEC tox IL1B 26, TNFa cytotox 5, PTPN22 inh 2 6 and LYP act -4.
`Cc1ccc(-c2csc(N(CCc3ccccc3)C(=O)COc3ccccc3)n2)cc1` gave VCAM1 TNFa inh 4, F-actin modifier -5, FAK inh -2, Pyk2 oligo antag -0.22, HUVEC tox IL1B 0, TNFa cytotox 27, PTPN22 inh 2 4 and LYP act -3.
`O=C(Nc1ccccc1F)c1cc2nc(C(F)F)cc(C(F)F)n2n1` gave VCAM1 TNFa inh 0, F-actin modifier -6, FAK inh -2, ERa SRC1 inh 10, Pyk2 oligo antag -0.02, HUVEC tox IL1B -8, TNFa cytotox 3, PTPN22 inh 2 3 and LYP act -3.
Screening CCCNC(=O)C(=O)NCCC1=CCCCC1 returned VCAM1 TNFa inh -9, F-actin modifier 7, FAK inh 6, ERa SRC1 inh 0, Pyk2 oligo antag 0.94, HUVEC tox IL1B -15, TNFa cytotox -5, PTPN22 inh 2 1 and LYP act 1.
COc1ccc(-c2cc(C(F)(F)F)nc(SCC(=O)N3CCOCC3)n2)cc1OC was read as VCAM1 TNFa inh 4, F-actin modifier 28, FAK inh 0, ERa SRC1 inh -10, Pyk2 oligo antag -0.33, HUVEC tox IL1B -22, TNFa cytotox -27, PTPN22 inh 2 10 and LYP act -11.
For CCN(CC)S(=O)(=O)c1cccc(-c2nnc(SCc3ncc(-c4ccccc4)o3)n2C)c1 the results were VCAM1 TNFa inh -5, F-actin modifier -20, FAK inh 5, ERa SRC1 inh 7, Pyk2 oligo antag 0.29, HUVEC tox IL1B 0, TNFa cytotox -6, PTPN22 inh 2 5 and LYP act -5.
Screening CCOC(=O)c1c(NC(=O)CN(CC)CC)sc2c1CCC2 returned VCAM1 TNFa inh -4, F-actin modifier -14, FAK inh 0, Pyk2 oligo antag -1.1, HUVEC tox IL1B -4, TNFa cytotox -24, PTPN22 inh 2 1 and LYP act -4.
Screening CN(Cc1ccccc1)c1nc2c(c(=O)[nH]c(=O)n2C)n1CCCc1ccccc1 returned VCAM1 TNFa inh -4, F-actin modifier -20, FAK inh -6, ERa SRC1 inh -12, Pyk2 oligo antag -1.9, HUVEC tox IL1B -12, TNFa cytotox -18, PTPN22 inh 2 16 and LYP act -13.
For Cn1c(SCC(=O)NC2CCCCC2)nnc1-c1cccc(N)c1 the results were VCAM1 TNFa inh 54*, F-actin modifier -11, FAK inh 0, ERa SRC1 inh -15, Pyk2 oligo antag 0.6, HUVEC tox IL1B -19, TNFa cytotox 2, PTPN22 inh 2 0 and LYP act -1.
For CCOC(=O)N1CCC(NC(=O)c2cc(S(=O)(=O)N3CCCC3)cn2C)CC1 the results were VCAM1 TNFa inh -43, F-actin modifier 6, FAK inh 3, ERa SRC1 inh 1, Pyk2 oligo antag 0.07, HUVEC tox IL1B -72, TNFa cytotox -8, PTPN22 inh 2 -1 and LYP act -1.
Cc1ccccc1NC(=O)CC1SCCNC1=O (configuration not stated) was read as VCAM1 TNFa inh 1, F-actin modifier -3, FAK inh -3, ERa SRC1 inh 1, Pyk2 oligo antag 0.17, HUVEC tox IL1B -96, TNFa cytotox -13, PTPN22 inh 2 7 and LYP act -9.
COc1ccc(OCc2nnnn2-c2ccccc2)cc1 was read as VCAM1 TNFa inh -1, F-actin modifier -2, FAK inh 5, Pyk2 oligo antag -0.67, HUVEC tox IL1B 47, TNFa cytotox 3, PTPN22 inh 2 10 and LYP act -6.
CC(=O)Nc1sc(NC(=O)c2ccc(Cl)cc2)nc1-c1cccs1 was read as VCAM1 TNFa inh 13, F-actin modifier -6, FAK inh -1, Pyk2 oligo antag -0.55, HUVEC tox IL1B -17, TNFa cytotox -10, PTPN22 inh 2 -6 and LYP act 9.
Screening O=C(Nc1cccc(Cl)c1)Nc1ccc(Cl)cn1 returned VCAM1 TNFa inh -27, F-actin modifier -1, FAK inh 0, ERa SRC1 inh -3, Pyk2 oligo antag -0.31, HUVEC tox IL1B 16, PTPN22 inh 2 4 and LYP act -2.
For O=C1c2ccccc2N2C(=O)c3ccccc3C2N1Cc1ccco1 (configuration not stated) the results were VCAM1 TNFa inh -4, F-actin modifier 9, FAK inh 3, ERa SRC1 inh 8, Pyk2 oligo antag -1.3, HUVEC tox IL1B -69, TNFa cytotox -23, PTPN22 inh 2 -1 and LYP act -2.
`Cc1ccc(Cc2nc(-c3cccc(C)c3)no2)cc1` gave VCAM1 TNFa inh 2, F-actin modifier 1, FAK inh -5, ERa SRC1 inh -1, Pyk2 oligo antag -0.19, HUVEC tox IL1B -1, TNFa cytotox -18, PTPN22 inh 2 -5 and LYP act 9.
CCOC(=O)c1csc(NC(=O)CSc2nnnn2-c2cccc(OC)c2)n1 was read as VCAM1 TNFa inh 4, F-actin modifier -7, FAK inh -1, ERa SRC1 inh 4, Pyk2 oligo antag 0.15, HUVEC tox IL1B 1, TNFa cytotox -10, PTPN22 inh 2 -13 and LYP act 7.
Screening CCCn1c(SCC(=O)N2CCCC2)nc2c1c(=O)n(C)c(=O)n2C returned VCAM1 TNFa inh 18, F-actin modifier -4, FAK inh 4, ERa SRC1 inh 24, Pyk2 oligo antag -0.37, HUVEC tox IL1B 12, TNFa cytotox 22, PTPN22 inh 2 3 and LYP act -5.
Screening Cc1ccc(Cn2c(SCC(=O)NCC3CCCO3)nc3c(sc4ccccc43)c2=O)cc1 (configuration not stated) returned VCAM1 TNFa inh -2, F-actin modifier 7, FAK inh 0, ERa SRC1 inh 19, Pyk2 oligo antag -0.09, HUVEC tox IL1B -35, TNFa cytotox -13, PTPN22 inh 2 -2 and LYP act 0.
`O=C(O)c1[nH]c2ccccc2c1CC(=O)N1CCOCC1` gave VCAM1 TNFa inh 2, F-actin modifier -16, FAK inh -1, ERa SRC1 inh -2, Pyk2 oligo antag 0.07, HUVEC tox IL1B 1, TNFa cytotox 6, PTPN22 inh 2 -3 and LYP act 1.

Looked up by compound from above (4):
For CCOC(=O)N1CCC(NC(=O)c2cc(S(=O)(=O)N3CCCC3)cn2C)CC1 the results were VCAM1 TNFa inh -43, F-actin modifier 6, FAK inh 3, ERa SRC1 inh 1, Pyk2 oligo antag 0.07, HUVEC tox IL1B -72, TNFa cytotox -8, PTPN22 inh 2 -1 and LYP act -1.
For O=C1c2ccccc2N2C(=O)c3ccccc3C2N1Cc1ccco1 (configuration not stated) the results were VCAM1 TNFa inh -4, F-actin modifier 9, FAK inh 3, ERa SRC1 inh 8, Pyk2 oligo antag -1.3, HUVEC tox IL1B -69, TNFa cytotox -23, PTPN22 inh 2 -1 and LYP act -2.
COc1ccc(OCc2nnnn2-c2ccccc2)cc1 was read as VCAM1 TNFa inh -1, F-actin modifier -2, FAK inh 5, Pyk2 oligo antag -0.67, HUVEC tox IL1B 47, TNFa cytotox 3, PTPN22 inh 2 10 and LYP act -6.
Screening CCCn1c(SCC(=O)N2CCCC2)nc2c1c(=O)n(C)c(=O)n2C returned VCAM1 TNFa inh 18, F-actin modifier -4, FAK inh 4, ERa SRC1 inh 24, Pyk2 oligo antag -0.37, HUVEC tox IL1B 12, TNFa cytotox 22, PTPN22 inh 2 3 and LYP act -5.
